Bioassay records deposited in PubChem by National Center for Advancing Translational Sciences (NCATS).
D1 antag = Antagonist of Human D 1 Dopamine Receptor: qHTS | D(1A) dopamine receptor (Homo sapiens), P21728 | HEK293 TREx D1 cells, calcium flux, dopamine EC80; hits give low values | activity change, negative = inhibition, % at 10 µM | 3.2% of 360,000 active | AID 504652, 2011; in the data active = activity change below about -30%; note: % is set by controls: 0 for no effect and ±100 for the full control effect
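Tetracycline-induced HEK293 T-REx cells with force-coupled D1 receptor were loaded with a no-wash calcium dye. Compound was added after a 10 s baseline and read kinetically for 180 s; EC80 dopamine was then added and calcium flux followed another 180 s.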
Glioma ERSR ind = qHTS for Inducers of the Endoplasmic Reticulum Stress Response (ERSR) in Human Glioma: qHTS; U87-MG GRP78 promoter luciferase reporter, 16 h; Potency, µM, for the others: at the highest dose activation, usual class: activators; 0.02% of 420,000 active; note: potency is the fitted concentration of half-maximal effect; series mostly up to about 76 µM; % of control where 0% means no effect; nearly all actives have a fitted effect of over 35% in size
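ERSR induction read as luciferase luminescence (Bright-Glo, 10 min at room temperature) in stably transfected human U87-MG glioma cells exposed to compounds for 16 h, using GRP78 as sensor.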
D2 PAM = HTS Assay for Positive Allosteric Modulators of the Human D2 Dopamine Receptor: Primary Screen for Potentiators | HEK293 T-REx D2, calcium flux, EC20 dopamine potentiation | potentiation, % at 10 µM | 0.34% of 340,000 active | AID 485347, 2010;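 active = potentiation over 3 SD above the plate norm, cut at about 30% in these data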; note: 0% is about no effect
Target sequence (P14416 whole entry, looked up): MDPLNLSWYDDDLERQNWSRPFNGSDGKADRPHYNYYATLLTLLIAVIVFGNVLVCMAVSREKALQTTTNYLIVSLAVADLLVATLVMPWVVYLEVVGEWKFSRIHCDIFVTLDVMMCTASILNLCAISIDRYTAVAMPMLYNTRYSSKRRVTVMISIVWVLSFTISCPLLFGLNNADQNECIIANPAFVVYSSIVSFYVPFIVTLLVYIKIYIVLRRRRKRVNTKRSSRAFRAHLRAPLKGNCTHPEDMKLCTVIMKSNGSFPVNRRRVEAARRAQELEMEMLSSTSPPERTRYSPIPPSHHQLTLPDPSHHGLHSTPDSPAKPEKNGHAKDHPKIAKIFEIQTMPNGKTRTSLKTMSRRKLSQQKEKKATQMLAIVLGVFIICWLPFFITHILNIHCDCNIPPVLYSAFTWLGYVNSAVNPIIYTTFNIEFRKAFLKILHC
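Tetracycline-induced Hek293 Trex D2 cells, force-coupled to calcium, loaded with no-wash calcium dye. Compound added with 180 s kinetic read for agonism, then EC20 dopamine and a further 180 s read for potentiation.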
D1 PAM = Potentiators of Human D1 Dopamine Receptor: qHTS. 0.036% of 360,000 active. HEK293 TREx D1 cells, calcium flux, dopamine EC20 potentiation. D(1A) dopamine receptor (Homo sapiens), P21728. potentiation, % at 10 µM; in the data active = potentiation above about 30%; note: 0% is about no effect
Vif-A3F inh = qHTS for Inhibitors of Vif-A3F Interactions: qHTS; HeLa A3F-eYFP + Vif (tagged APOBEC3F with the HIV-1 protein that degrades it), YFP fluorescence increase; Potency, µM (titrated, usually from 46.1 µM), for the others: top-dose activity, negative = active; 0.2% of 390,000 active; AID 602313, 2012; note: potency is the fitted concentration of half-maximal effect; % of control where 0% means no effect; nearly all actives have a fitted effect of over 65% in size
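Fluorescence increase (Ex 488/Em 500-530) after overnight compound treatment at 37 deg C flags inhibition of Vif-driven A3F-eYFP loss in stable HeLa A3F-eYFP/Vif cells seeded overnight beforehand.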
RXFP1 antag = qHTS Assay for Antagonists of the Relaxin Receptor RXFP1; Relaxin receptor 1 (Homo sapiens), Q9HBX9; HEK293-RXFP1, relaxin-stimulated cAMP HTRF, 30 min; hits give low values; activity change, negative = inhibition, % at 57.5 µM; 0.59% of 350,000 active; AID 1259400, 2018;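 active = activity change of -60% or lower, but not beyond a set lower limit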; note: % is set by controls: 0 for no effect and ±100 for the full control effect
D1 agonist = Allosteric Agonists of the Human D1 Dopamine Receptor: qHTS; 1% of 360,000 active; activation, % at 2 µM; D(1A) dopamine receptor (Homo sapiens), P21728; HEK293 T-REx D1 cells, calcium flux, agonist mode; AID 504660, 2011; in the data active = activation above about 30%; note: 0% is about no effect
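Agonism was scored from calcium flux recorded over 180 s (1 read/s) after pintool compound addition, following a 10-cycle baseline. Cells were inducible force-coupled HEK293 TREx D1, plated overnight at 30 C and loaded with no-wash calcium dye.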
RXFP1 agonist = qHTS Assay for Agonists of the Relaxin Receptor RXFP1; HEK293T-RXFP1 cAMP TR-FRET, 30 min; response scale: percent of porcine relaxin response, buffer zero; Potency, µM (highest dose often 57.5 µM), for the others: at the top dose activation, actives largely listed as activators; Relaxin receptor 1 (Homo sapiens), Q9HBX9; 0.3% of 370,000 active; note: potency is the fitted concentration of half-maximal effect; % is set by controls: 0 for no effect and ±100 for the full control effect; nearly all actives have a fitted effect of over 60% in size; many of its hits are not listed in these tables
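Agonist response is measured as cAMP accumulation in an RXFP1-transfected HEK293T line under PDE4 inhibition. Values are scaled between buffer-only and 29 nM porcine relaxin, and EC50s come from standard Hill equation fits.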
Vif-APOBEC3G blk = qHTS for Inhibitors of Vif-A3G Interactions: qHTS; DNA dC->dU-editing enzyme APOBEC-3G (Homo sapiens), Q9HC16; HeLa A3G-eYFP + Vif (tagged APOBEC3G with the HIV-1 protein that degrades it), YFP fluorescence, overnight; Potency, µM (doses to about 46.1 µM), for the others: at the highest dose activity, negative = active, actives largely listed as inhibitors; 0.076% of 410,000 active; AID 602310, 2012;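 note: potency is the fitted concentration of half-maximal effect; % is set by controls: 0 for no effect and ±100 for the full control effect; nearly all actives have a fitted effect of over 60% in size; hits raise eYFP signal because A3G escapes Vif-driven loss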
Target sequence (Q9HC16 whole entry, looked up): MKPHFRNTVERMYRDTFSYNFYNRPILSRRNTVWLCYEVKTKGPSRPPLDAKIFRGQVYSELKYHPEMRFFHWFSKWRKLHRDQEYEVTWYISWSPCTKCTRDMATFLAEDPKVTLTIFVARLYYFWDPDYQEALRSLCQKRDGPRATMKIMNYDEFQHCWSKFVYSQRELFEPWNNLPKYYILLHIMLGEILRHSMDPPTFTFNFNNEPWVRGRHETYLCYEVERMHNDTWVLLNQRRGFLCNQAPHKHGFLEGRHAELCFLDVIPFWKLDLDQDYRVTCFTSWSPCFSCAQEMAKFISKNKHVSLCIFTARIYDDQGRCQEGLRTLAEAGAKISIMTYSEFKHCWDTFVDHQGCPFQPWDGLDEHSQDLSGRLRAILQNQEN
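Read-out is eYFP fluorescence (Ex 488/Em 500-530) from Vif-expressing HeLa A3G-eYFP cells; more signal means A3G escaped Vif-mediated degradation. Cells plated overnight, compound pinned in, incubated overnight at 37 deg C.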
* hit, by the source's call; nt = no result given. Unless noted, calls come from the whole dose curve; as a rule, active = well fitted curve in the direction sought with a large enough effect; inconclusive = small, poorly fitted or top-dose-only effect, or another doubt; inactive = no such curve, though single readings can be large; an effect the other way counts as inactive or inconclusive. A portion of the library; count on the stated rates, not on these rows.

Fields – D1 antag	Glioma ERSR ind	D2 PAM	D1 PAM	Vif-A3F inh	RXFP1 antag	D1 agonist	RXFP1 agonist	Vif-APOBEC3G blk
> O=C(NCCCn1ccnc1)c1cccc(S(=O)(=O)N2CCCCCC2)c1
  -3	-7%	-3	3	-5%	10	0	6.1%	0%
> CCOC(CNC(=O)CN1C(=O)COc2ccc(S(=O)(=O)N3CCOCC3)cc21)OCC
  -8	1%	2	1	7%	-1	1	1.0%	3%
> NS(=O)(=O)c1ccc(NC(=O)COC(=O)c2cc3ccccc3cc2O)cc1
  -25	1%	-7	-2	4%	6	11	5.5%	1%
> COc1ccc(Br)cc1CNC(=O)C(C)n1nc(C)n2c(cc3occc32)c1=O (configuration not stated)
  14	nt	0	-4	nt	3	1	0.4%	nt
> CCOC(=O)c1ccc(N2C(=O)c3n[nH]c(-c4ccco4)c3C2c2cccc(O)c2)cc1 (configuration not stated)
  35	-10%	-8	6	2%	nt	2	6.6%	-6%
> Cc1ccc(Cl)cc1N1CCN(C(=O)c2cccn3c(=O)c4cc(Cl)ccc4nc23)CC1
  24	1%	2	0	0%	4	2	3.6%	-1%
> CN(CC(=O)Nc1ccccc1C(F)(F)F)C(=O)Cc1ccc(S(=O)(=O)N2CCOCC2)s1
  15	-2%	9	-2	-21%	-5	5	1.2%	0%
> Cc1ccc(S(=O)(=O)N(C)c2ccc(C(=O)N3CCc4ccccc4C3)cc2)cc1
  -12	-2%	-10	-10	-43%	-3	7	0.7%	-3%
> O=C(Cc1ccc(S(=O)(=O)N2CCOCC2)s1)N1CCN(c2cccc(C(F)(F)F)c2)CC1
  -32*	-2%	6	-6	1%	-8	14	0.8%	-3%
> CCOC(=O)Cn1nnnc1C
  10	-3%	nt	-4	-14%	7	4	3.6%	0%
> O=C(COc1ccc([N+](=O)[O-])cc1)Nc1ccccc1N1CCCC1
  -2	-2%	1	7	-7%	4	1	-0.9%	3%
> O=C(Nc1ccccc1)O/N=C1\CCCCC1c1ccc([N+](=O)[O-])cc1[N+](=O)[O-] (configuration not stated)
  nt	2%	nt	nt	6%	0	nt	-0.4%	-2%
> CC1(C)CCCC2=C1CC1C(=O)N(Cc3cccnc3)C(=O)C1C2 (configuration not stated)
  3	-2%	-3	-6	-4%	-8	0	0.1%	1%
> CCOc1ccccc1CNC(=O)c1cnc2c(-c3ccc(OCC)c(OCC)c3)c(C)nn2c1C
  7	nt	7	-3	nt	0	2	-0.9%	nt
> O=C1C=CC(=O)N1c1ccc2c(c1)Cc1cc(F)ccc1-2
  nt	-6%	nt	nt	0%	-20	nt	nt	-8%
> O=C(Cn1cccn1)N1CCCC(N2CCN(c3ccccc3F)CC2)C1 (configuration not stated)
  16	2%	1	8	8%	-6	3	1.5%	5%
> Cc1cc(C)c(S(=O)(=O)N(CC(=O)N2CCCC2)C2CCCCC2)c(C)c1
  -11	-6%	7	-2	0%	-18	0	-2.1%	-1%
> COC(=O)COc1ccc2c(=O)c(Oc3ccccc3Br)coc2c1
  -12	-3%	-5	-5	9%	-3	1	2.1%	2%
> Cc1c(Cl)cccc1NC(=O)N1CCC(CN2CCCC2)CC1
  -15	-1%	-15	0	-14%	-10	1	3.5%	-2%
> Cc1ccn2cc(C(=O)NCc3ccco3)nc2c1
  9	1%	-2	-6	19%	-3	3	0.6%	-2%
> S=c1[nH]c(-c2ccccc2)cn1/N=C/c1cccnc1
  -7	-2%	-3	-4	-11%	3	3	6.3%	-1%
> CCn1c(C)[n+](CC)c2ccc(C(=O)N(C)c3ccccc3)cc21
  -2	-4%	7	-6	-26%	0	2	0.6%	-2%
> Cc1cccc(N2CCN(S(=O)(=O)c3c(C)noc3/C=C/N(C)C)CC2)c1C
  -3	-7%	1	8	-3%	7	5	0.5%	-4%
> CCN1CCN(CCCN(Cc2ccco2)C(=S)Nc2ccc(C)c(Cl)c2)CC1
  -13	-1%	-6	-9	12%	0	17	3.2%	-8%
> COc1ccc(-c2ccccc2)cc1NC(=O)c1cccs1
  -9	-3%	10	-5	-10%	-15	7	-0.5%	-1%
> Cc1c(Br)c(=O)oc2c(Br)c(O)c(O)cc12
  -14	-1%	6	4	1%	-5	3	1.4%	-4%
> O=C(NCCS(=O)(=O)NCc1ccccc1Cl)c1ccccc1
  19	-4%	-7	-8	7%	-3	18	2.1%	-1%
> CC(c1ccccc1)n1c(CCCO)nc2ccccc21 (configuration not stated)
  0	0%	nt	1	0%	-9	0	0.2%	9%
> CCN(CC(=O)NCc1cccs1)C(=O)c1ccc(S(=O)(=O)Nc2ccccc2C)cc1
  -2	-2%	10	3	-5%	-22	1	-0.2%	-1%
> COCn1ccnc1C(=O)c1ccco1
  nt	-4%	nt	nt	9%	7	nt	nt	1%
> O=C(Nc1cccc(C(F)(F)F)c1)C(=O)N1CCCCC1
  14	4%	4	-4	5%	10	8	-2.6%	-4%
> CCOC(=O)N1CCN(C(=O)CCc2ccc(S(=O)(=O)NCCc3ccccc3)cc2)CC1
  -19	-2%	1	-1	-7%	11	8	-1.0%	2%
> O=C(NC1CCCC1)C(c1ccncc1)N(C(=O)c1csnn1)c1ccccc1F (configuration not stated)
  9	-2%	3	1	-16%	10	-2	1.4%	-2%
> O=C(CSc1nnc(NC(=O)c2ccc(F)cc2)s1)NC1CC1
  3	-3%	nt	-6	0%	-10	1	-4.7%	1%
> COCCOC(=O)C1=C(C)NC(=O)CC1c1cc2c(cc1Br)OCO2 (configuration not stated)
  26	-4%	nt	0	0%	10	6	1.3%	-6%
> O=c1[nH]c(C2CCCN(S(=O)(=O)c3ccccc3F)C2)nc2c1nnn2Cc1ccccc1Cl (configuration not stated)
  19	-2%	nt	0	-5%	7	2	2.8%	0%
> CCCc1[nH]n(-c2nc3ccccc3s2)c(=O)c1C=NCC1CCCO1 (configuration not stated)
  6	2%	5	1	-8%	-1	2	-0.2%	-3%
> Cc1cc(-n2cnc(-c3cn[nH]c3C)n2)no1
  23	2%	5	2	21%	2	1	-1.6%	0%
> CC(=O)Nc1ccc(C2CC(c3ccc(Cl)cc3)=NN2c2ccccc2)cc1 (configuration not stated)
  -8	10%	9	-5	-2%	12	1	28%	-3%
> COc1ccc(OC)c(S(=O)(=O)N2CCN3CCCC3C2)c1 (configuration not stated)
  0	-6%	12	-4	-10%	2	4	3.4%	-2%
> Cc1ccc(NC(=O)CCNC(=O)N2CC(=O)Nc3ccccc32)cc1Cl
  nt	-4%	nt	nt	-5%	1	nt	nt	-2%
> C=CCNc1cnn(-c2ccc(C)cc2)c(=O)c1Cl
  nt	-7%	nt	nt	-2%	-4	nt	1.0%	0%
> CCOC(=O)C1(C)NC(c2ccccc2F)C2C(=O)N(c3cccc(C(C)=O)c3)C(=O)C21 (configuration not stated)
  1	-7%	13	-6	-7%	-3	2	0.9%	2%
> CCOC(=O)c1c(NC(=O)CN2C(=O)CN(C)C2=O)sc(C)c1C
  12	-4%	1	-1	-26%	-9	2	1.5%	-2%
> Cc1ccc(NC(=O)Cn2cnc3c(oc4ccccc43)c2=O)cc1
  -15	-3%	-1	-4	1%	3	2	-0.1%	-2%
> O=C(C1CCC(=O)N(C2CCCCCC2)C1)N1CCN(c2ccccc2Cl)CC1 (configuration not stated)
  -18	-5%	1	4	15%	-6	3	0.4%	2%
> CC1(C)CC(=O)N(c2cccc(Cl)c2)C(=O)C1
  8	-5%	-1	-5	-2%	5	2	-1.5%	1%
> O=C(Nc1nnc(COc2ccc(F)cc2)s1)c1ccco1
  6	2%	-8	-3	0%	-3	1	-0.4%	-7%
> CCOc1ccc(-n2ccnc2SCC(=O)Nc2nnc(C)s2)cc1
  -4	-8%	-1	3	0%	-5	1	-5.1%	0%
> C=CCNC(=O)C1CC2Cn3c(nc4cc(C)c(C)cc43)C2N1C (configuration not stated)
  -8	6%	-5	-1	-2%	nt	0	0.0%	-5%
> COc1ccc(NC(=O)C2CCN(c3nnnn3-c3ccccc3)CC2)cc1
  13	-5%	8	-4	7%	-5	2	2.4%	1%

For reference, part of the list above.
Fields – D1 antag	Glioma ERSR ind	D2 PAM	D1 PAM	Vif-A3F inh	RXFP1 antag	D1 agonist	RXFP1 agonist	Vif-APOBEC3G blk
> O=c1[nH]c(C2CCCN(S(=O)(=O)c3ccccc3F)C2)nc2c1nnn2Cc1ccccc1Cl (configuration not stated)
  19	-2%	nt	0	-5%	7	2	2.8%	0%
> CCCc1[nH]n(-c2nc3ccccc3s2)c(=O)c1C=NCC1CCCO1 (configuration not stated)
  6	2%	5	1	-8%	-1	2	-0.2%	-3%
> Cc1cc(-n2cnc(-c3cn[nH]c3C)n2)no1
  23	2%	5	2	21%	2	1	-1.6%	0%
